AMA1 RON2 block = AMA1-RON2 (P. falciparum) interaction inhibition | AID 720542 | AlphaScreen AMA1-biotinylated RON2 peptide binding | 360,000 compounds, 0.2% hits | Potency, µM (top dose mostly 58.2 µM), for the others: at the highest dose activity change, negative = inhibition, hits mostly inhibitors;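 also: potency is read from the fitted curve at half-maximal effect; 0% = vehicle wells and -100% = peptide control; nearly all actives have a fitted effect of over 45% in size; some results filed as inactive show a strong effect at the top dose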
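AMA1 (3D7) with his tag at 25 nM final met compounds first, then biotinylated RON2 peptide at 25 nM; detection used donor plus acceptor beads, 10 µg/mL apiece, read by AlphaScreen after 30 min at room temperature.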
AmpC inh no detg = AmpC beta-lactamase inhibition without detergent; P00811; AmpC nitrocefin hydrolysis, absorbance 480 nm, 0.0001% Triton; Potency, µM (series often up to 57.1 µM), for inactives: at the highest dose activity change, negative = inhibition, most hits filed as inhibitors; 330,000 compounds, 0.52% hits; AID 485341;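 also: potency is read from the fitted curve at half-maximal effect; plate controls were no compound for no effect and no enzyme for full effect; nearly all actives have a fitted effect of over 20% in size; some results filed as inactive show a strong effect at the top dose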
Target sequence (P00811 whole entry, looked up): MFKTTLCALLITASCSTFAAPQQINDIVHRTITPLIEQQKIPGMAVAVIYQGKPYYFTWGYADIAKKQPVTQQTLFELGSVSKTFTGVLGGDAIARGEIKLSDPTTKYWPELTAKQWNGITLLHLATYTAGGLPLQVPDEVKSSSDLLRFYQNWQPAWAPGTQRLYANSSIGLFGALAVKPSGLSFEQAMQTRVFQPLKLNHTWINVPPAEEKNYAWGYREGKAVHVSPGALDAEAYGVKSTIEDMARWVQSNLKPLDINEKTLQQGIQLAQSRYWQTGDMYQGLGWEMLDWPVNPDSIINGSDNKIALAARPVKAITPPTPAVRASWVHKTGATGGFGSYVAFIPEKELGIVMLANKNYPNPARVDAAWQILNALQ
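20 mM phosphate pH 7.0 + 0.01% (detergent screen) or 0.0001% Triton X-100; 5.3 nM AmpC reagent; cpd preinc 15 min RT; nitrocefin (800 uM stock) to start; A480 q20 s × 4 min; Activity was normalised to no-enzyme and no-compound control wells.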
AmpC detergent = inhibitors of E. coli AmpC beta-lactamase with detergent; AmpC hydrolysis of nitrocefin, absorbance 480 nm, 0.01% Triton; P00811; 370,000 compounds, 0.041% hits; AID 485294; Potency, µM (doses to about 114 µM), for inactives: at the highest dose activity change, negative = inhibition, most hits filed as inhibitors;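 also: potency is read from the fitted curve at half-maximal effect; 0% = no-compound wells and -100% = no-enzyme wells; nearly all actives have a fitted effect of over 25% in size; some results filed as inactive show a strong effect at the top dose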
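AmpC (5.3 nM in the dispensed reagent) in 20 mM phosphate pH 7.0 with 0.01% (detergent screen) or 0.0001% Triton X-100 was preincubated with compounds for 15 min at room temperature. Nitrocefin was then added from an 800 uM solution, and hydrolysis was followed at 480 nm.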
FBPA Giardia inh = Giardia lamblia aldolase inhibition. purified Giardia FBPA. Potency, µM (series often up to 59.6 µM), inactives show top-dose activity, negative = inhibition, actives largely listed as inhibitors. 290,000 compounds, 0.71% hits. AID 2451; also: potency is read from the fitted curve at half-maximal effect; % is scaled to controls: 0 for no effect and ±100 for the full control effect; nearly all actives have a fitted effect of over 55% in size
Target sequence (A8B2U2 whole entry, looked up): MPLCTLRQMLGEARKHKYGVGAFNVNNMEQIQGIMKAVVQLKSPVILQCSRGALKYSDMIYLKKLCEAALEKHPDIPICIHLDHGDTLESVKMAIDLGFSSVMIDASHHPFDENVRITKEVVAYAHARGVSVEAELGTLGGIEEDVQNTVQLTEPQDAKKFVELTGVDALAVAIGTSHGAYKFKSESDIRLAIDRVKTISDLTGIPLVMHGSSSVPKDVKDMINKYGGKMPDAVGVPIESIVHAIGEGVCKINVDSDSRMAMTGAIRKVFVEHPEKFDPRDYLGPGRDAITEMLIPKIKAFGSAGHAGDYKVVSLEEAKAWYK
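40 nM FBPA preincubated 10 min at RT with compound (up to 57.5 uM final), then substrate plus GAPDH/TPI/NAD/arsenate coupling and diaphorase/resazurin added. Fluorescence read after 20 min at RT, 525/598 nm.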
HCMV antiviral = inhibitors of human cytomegalovirus; HFF cells, HCMV-luciferase reporter, 72 h; hits give low values; activity change, negative = inhibition, % at 57.5 µM; 410,000 compounds, 4.5% hits; in the data active = activity change below about -60%; inconclusive = no clear call, values can overlap the other calls; inactive = above about -39%; also: % is scaled to controls: 0 for no effect and ±100 for the full control effect
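Two compound doses tested in HFFs infected with HCMV-luciferase, MOI 1 PFU/cell, 72 h at 37C. Lysate luminescence read with OneGlo; data normalized against buffer-only and 10uM Salinomycin inhibitor controls.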
CHX counter = counter-screen for Shiga toxin inhibitors: cycloheximide protein synthesis inhibition | cell reporter, cycloheximide protein synthesis inhibition counterscreen | max response, % | 300,000 compounds, 12% hits; in the data active = max response mostly above about 13%, no sharp cut-off; inactive = mostly below about 14%; also: read at 38.3 µM for the half of the compounds with a filed dose; 0% is about no effect
Shiga toxin inh = Shiga toxin inhibition; Vero cells, Shiga toxin protein synthesis inhibition reporter; inhibition, % at 38.7 µM; 290,000 compounds, 9.2% hits; AID 2315; in the data active = inhibition mostly above about 28%, no sharp cut-off; inactive = mostly below about 43%; also: 0% is about no effect
* marks the source's active call; other numbers are inactive results; ? = inconclusive; · = no result given; [ ] = another dose, or the depositor's remark. Unless noted, calls follow the shape of the dose curve; as a rule, active = well fitted curve in the direction sought with a large enough effect; inconclusive = small, poorly fitted or top-dose-only effect, or another doubt; inactive = no such curve, though single readings can be large; an effect the other way counts as inactive or inconclusive. No enrichment for hits; any-hit rate near 16%.

Values in the order – AMA1 RON2 block	AmpC inh no detg	AmpC detergent	FBPA Giardia inh	HCMV antiviral	CHX counter	Shiga toxin inh
> Cc1ccc(/C=C2/NC(=O)[C@H](C)NC2=O)cc1
 : -4%	-10%	-11%	3%	36	15*	26
> COc1ccccc1N(Cc1cc2ccc(C)cc2[nH]c1=O)C(C)=O
 : -3%	13%	1%	12%	-15	-2	-19
> COc1ccc(C(C(=O)OC(C)CN(C)C)c2ccccc2)cc1 (stereo unspecified)
 : 7%	35%	6%	-3%	11	7	-13
> O=C(Nc1ccc(N2CCN(C(=O)c3cccs3)CC2)cc1)c1ccccc1Cl
 : -24%	-9%	?	2%	26	-5	-7
> S=c1[nH]nc(-c2cccs2)n1/N=C/c1c(Cl)cccc1Cl
 : 54%[activator]	-43%	?	-2%	-16	3	-4
> O=C(c1cccnc1)N(Cc1ccccc1)C1(C(=O)Nc2ccccc2)CCCCC1
 : 2%[11.6 µM]	21%	5%	18%	-39	-7	-6
> O=C(Nc1nnc(-c2ccccc2)o1)c1cccc(S(=O)(=O)N2CCOCC2)c1
 : 53%[activator]	-15%	·	·	-27	·	·
> CC(=O)Nc1ccc(C(=O)NC2CCCC2)cc1
 : 13%	-13%	-13%	2%	14	-3	-15
> CCN(CC)C(=O)Cc1c(OC)ccc2cc(Br)ccc12
 : 2%	46%	1%	-5%	?	0	-5
> N/C(=N\[N+](=O)[O-])N1CCN(C(=O)OC2CCCC2)CC1
 : 7%	-1%	-15%	1%	-34	0	-6
> CCn1nnc(-c2ccccc2NS(=O)(=O)c2ccc(S(=O)(=O)N(C)C3CCCCC3)cc2)n1
 : 14%	-13%	-6%	1%	7	0	-14
> CCCCNc1c(-c2cccc(-c3cc(C(C)=O)cs3)c2)nc2ccc(C)cn12
 : -19%	20%	-8%	·	191	·	·
> Cc1ccccc1CS(=O)(=O)Cc1ccc(C(=O)NCCCN2CC(C)CC(C)C2)o1 (stereo unspecified)
 : -14%	-27%	?	-4%	-11	-7	-3
> CN1CCN(CC(=O)O)CC1
 : -1%	-3%	-4%	-16%	-9	1	-11
> CC1CC(C)(C)N(C(=O)CSc2ccc(-c3ccc(F)cc3)nn2)c2ccccc21 (stereo unspecified)
 : -4%	-28%	0%	-8%	-87*	1	27
> COc1cccc(/C=C/C(=O)OCC(=O)NCC2CCCCC2)c1OC
 : 6%	-9%	-3%	·	7	·	·
> Cn1c(-c2ccccc2)c(CCO)c2ccccc21
 : 34%[activator]	-5%	0%	4%	9	3	3
> C/C=C/c1ccccc1OCc1ccc(C(=O)OC)o1
 : 6%	-9%	2%	-24%	-4	0	30
> COc1ccc(N2CCN(CC(=O)NC(=O)NCc3ccccc3)CC2)cc1
 : -13%	-11%	5%	·	-20	·	·
> Cc1ccc(/C(N)=N/OC(=O)c2ccc3ccccc3c2)cc1
 : -6%	-27%	1%	·	2	12	10
> COC(=O)CCc1sc(Nc2ccccc2)nc1-c1ccc(OC)cc1
 : ?	-34%	-7%	-7%	23	23*	91*
> c1coc(-c2nc3nc4ccccc4n3nc2-c2ccco2)c1
 : -17%	·	0%	?	54	9	6
> C=CCNC(=O)c1ccccc1NC(=O)COc1ccccc1
 : 13%	16%	-6%	6%	-15	18	34
> CN1CCN(C(=O)c2cc([N+](=O)[O-])ccc2Cl)CC1
 : -3%	-24%	-5%	-1%	75	1	-4
> N#Cc1ccccc1CN1C(=O)S/C(=C/c2cccn2-c2ccc(C(=O)O)cc2)C1=O
 : -22%	-34%	-11%	5%	20	-2	-13
> COc1ccc(-c2cc(=O)oc3cc(OCC(C)=O)ccc23)cc1
 : 5%	19%	-4%	-1%	14	-2	3
> CN(C)CCN(C(=O)c1ccc(S(=O)(=O)N(C)C)cc1)c1nc2cc3c(cc2s1)OCCO3
 : 33%[activator]	1%	4%	6%	109	22*	41
> COC(=O)C1=C(N)N(c2ccccc2F)C2=C(C(=O)CC(C)(C)C2)C1c1ccc(OC)c(OC)c1 (stereo unspecified)
 : -11%	143%[activator]	-10%	3%	-36	-5	-15
> CCOc1cccc(NC(=O)C2CC(=O)NC(=Nc3ccccc3)S2)c1 (stereo unspecified)
 : 2%	-19%	?	-2%	4	-1	-4
> O=C(c1ccncc1)N1N=C(c2ccc(Br)cc2)CC1c1ccccc1O (stereo unspecified)
 : -25%	-19%	-15%	1%	1	-4	-8
> Cc1ccc(C(=O)O)cc1NC(=S)NC(=O)c1ccc(-c2ccc(Cl)cc2)o1
 : -13%	-11%	0%	-14%	12	-3	-1
> CC(C)c1ccc(NC2CCCN(C(=O)CCN3CCCC3=O)C2)cc1 (stereo unspecified)
 : 4%	49%	-7%	-5%	69	-2	-9
> CC1CCc2sc(C(=O)N/N=C/c3ccc([N+](=O)[O-])cc3)cc2C1 (stereo unspecified)
 : 4%	-8%	-14%	1%	-30	1	0
> Cc1cccc(C2C3=C(CCCC3=O)N=C3c4ccccc4C(=O)C32)c1 (stereo unspecified)
 : -17%	-33%	5%	0%	9	-3	18
> CC1=CN2C(=N)/C(=C/c3cn(CCCOc4ccccc4C)c4ccccc34)C(=O)N=C2S1
 : 4%[2.32 µM]	-22%	0%	7%	37	67*	24*
> Cc1cc(C)n(CCc2nc3c4ccccc4n(CC#N)c(=O)n3n2)n1
 : -6%	-10%	-10%	7%	26	-4	2
> O=c1[nH]cccc1-c1nc2ccccc2n1Cc1ccc(Cl)cc1
 : -1%	1%	-1%	-2%	-19	-11	-20
> CC(C)c1cc(C(F)(F)F)n2nc(C(=O)Nc3ccc(-n4cnnn4)cc3)cc2n1
 : -4%	-7%	0%	3%	-4	-1	-7
> CC(C)C(=O)Nc1nnc(SCC(=O)Nc2ccc3c(c2)OCCO3)s1
 : -10%	-23%	3%	17%	2	1	-18
> Cc1c(NC(=O)C2CCCNC2=O)c(=O)n(-c2ccccc2)n1C (stereo unspecified)
 : -7%	-3%	1%	0%	-28	9	4
> COc1ccc(NC(=O)c2n[nH]c(=O)c3ccccc23)cc1S(=O)(=O)N1CCCCC1
 : -7%	-58%	-7%	-1%	-17	-2	-8
> S=C(NCc1ccccc1)N1CCn2cccc2C1c1cccnc1 (stereo unspecified)
 : 5%	-6%	4%	-4%	-71*	-3	-19
> NC(=O)c1cc(N2C(=O)C=CC2=O)ccc1Cl
 : -2%	-27%	-8%	-10%	·	20	-2
> C=CCNC(=S)NNC(=O)c1cc(-c2cccnc2)nc2ccccc12
 : 137%[activator]	-34%	?	-3%	·	1	-4
> O=C(CN1CCC(O)(c2ccc(F)cc2)CC1)NCc1ccc(F)cc1
 : 8%	12%	-9%	3%	17	-2	-11
> Cc1cc2c(cc1C)N(CC(=O)N1CCCC1)C(=O)CC(c1ccccc1)=N2
 : 5%	21%	-9%	20%	9	33*	56*
> Oc1ccc(Cl)cc1C1=NNC(c2cccs2)C1 (stereo unspecified)
 : 82%[activator]	-47%	5%	3%	16	43*	141*
> COc1ccc(CNC(=S)NCc2ccc(OC)cc2)cc1
 : 6%	-20%	0%	-7%	?	1	-3
> CSc1sc(-c2ccnc(SCC(=O)C(C)(C)C)n2)c2c1C(=O)CC(C)(C)C2
 : -1%	1%	-8%	2%	3	-1	-6
> CCOC(=O)C1=C(O)/C(=C\c2ccc(CNS(=O)(=O)c3ccc(Br)cc3)o2)N=C1C
 : -15%	?	-11%	9%	-20	-4	-13
> CCOC(=O)C1=C(Cn2cnc3ccccc32)NC(=O)NC1c1ccc(Cl)cc1 (stereo unspecified)
 : -2%	43%	3%	6%	-21	-4	-12
> Cc1[nH]c2ccccc2c1/C=N/Nc1nc(N2CCCCC2)nc(N2CCCCC2)n1
 : -3%	-34%	-10%	-4%	?	-2	-12
> Nc1nc(SCCO)[nH]c(=O)c1NC(=O)c1ccco1
 : 8%	-7%	0%	·	0	·	·
> CCCN(CC(=O)Nc1c(C)cccc1CC)C(=O)SCC
 : 6%	-16%	?	0%	-4	0	-6
> CCc1cc(C(=O)N=Nc2c(O)[nH]c3ccc([N+](=O)[O-])cc23)c2ccccc2n1
 : -5%	-22%	-2%	4%	-19	-3	-10
> Cc1cc(Cn2ccnc2)c(C)cc1Cn1ccnc1
 : -18%	-14%	0%	-2%	35	-2	-8
> COc1ccc(O)c(/C=N/c2nc3ccccc3n2C)c1
 : 2%	-12%	-15%	-10%	-3	1	-3
> O=C(C1CCCN(S(=O)(=O)c2cnc[nH]2)C1)N(CCc1ccccc1)Cc1ccccc1 (stereo unspecified)
 : 0%	66%[activator]	?	-15%	6	-5	-2
> O=C(CCCC(=O)OCC(F)(F)C(F)F)Nc1nccs1
 : 5%	-24%	1%	7%	6	-1	17
> O=Cc1ccc(-n2cc(C=O)c3ccccc32)cc1
 : 7%	-16%	?	-4%	-14	9	15

Shown with tabs: entries from further up.
canonical_smiles	AMA1 RON2 block	AmpC inh no detg	AmpC detergent	FBPA Giardia inh	HCMV antiviral	CHX counter	Shiga toxin inh
C/C=C/c1ccccc1OCc1ccc(C(=O)OC)o1	6%	-9%	2%	-24%	-4	0	30
COc1ccc(N2CCN(CC(=O)NC(=O)NCc3ccccc3)CC2)cc1	-13%	-11%	5%	·	-20	·	·

Next section
Values in the order – AMA1 RON2 block	AmpC inh no detg	AmpC detergent	FBPA Giardia inh	HCMV antiviral	CHX counter	Shiga toxin inh
> N=C1C(c2nc3ccccc3s2)=C(O)CN1NC(=O)c1c[nH]c2ccccc12
 : -16%	16µM*	0%	1%	1	-1	12
> O=c1oc2ccccc2cc1-c1csc(Cc2nc(-c3ccc(Cl)cc3)cs2)n1
 : -2%[11.6 µM]	-13%	3%	3%	-96*	-1	-8
> CC(=O)Nc1cccc(Oc2nc(-c3ccccn3)nc3ccccc23)c1
 : 33%[activator]	-21%	2%	-8%	-61*	15*	36
> CNC(=O)[C@@H]1C[C@H]1[C@@H](NC(=O)CNC(=O)OCc1ccccc1)c1ccccc1
 : 0%	·	·	3%	-19	·	·
> CCn1c(CNC(=O)COc2ccc(C(C)C)cc2)nnc1SCC(=O)Nc1cc(F)ccc1C
 : 1%	108%[activator]	-6%	1%	?	-3	-13
> Cc1ccc(S(=O)(=O)C2(C(=O)NC3CCCCC3C)CC2)cc1 (stereo unspecified)
 : -2%	-13%	2%	2%	-25	3	-9
> Cc1cc(SCc2cc(=O)[nH]c3ccccc23)nc2ccccc12
 : -10%	?	3%	-11%	-11	-1	-4
> N#Cc1c(-c2ccco2)cc(-c2ccccc2)[nH]c1=O
 : -7%	-43%	-7%	?	1	-2	-13
> CC(C)CC(NC(=O)OC(C)(C)C)C(=O)NC(C(=O)N1CCCC1C(N)=O)C(C)C (stereo unspecified)
 : 0%	21%	-1%	6%	48	6	-2
> CCOC(=O)c1ccc(NC(=O)COc2cc(=O)n(CC)c3ccccc23)cc1
 : -6%	0%	?	-2%	-8	-3	-4
> CCc1n[nH]c(=S)n1/N=C/c1c[nH]c2ccc(Br)cc12
 : 36%[activator]	-33%	4%	-1%	-6	-1	-14
> COc1ccc(N2CCN(Cc3nc4ccccc4[nH]3)CC2)cc1
 : 5%	16%	?	4%	59	2	38
